Screening results as filed in PubChem.
CHRM5 agonist = human M5 muscarinic receptor agonists, primary screen, CHO-K1 cells, Fluo-8 calcium fluorescence; 360,000 tested, 0.19% active; activation, % at 3 µM; Muscarinic acetylcholine receptor M5 (Homo sapiens), P08912; CHO-K1 hM5 cells; 0% DMSO wells, 100% maximal acetylcholine response;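 active = activation above the run's mean over test compounds plus 3 SD, cut at about 23% in these data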;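 note: signal is peak over basal fluorescence ratio across the kinetic read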
Target sequence (P08912 whole entry, looked up): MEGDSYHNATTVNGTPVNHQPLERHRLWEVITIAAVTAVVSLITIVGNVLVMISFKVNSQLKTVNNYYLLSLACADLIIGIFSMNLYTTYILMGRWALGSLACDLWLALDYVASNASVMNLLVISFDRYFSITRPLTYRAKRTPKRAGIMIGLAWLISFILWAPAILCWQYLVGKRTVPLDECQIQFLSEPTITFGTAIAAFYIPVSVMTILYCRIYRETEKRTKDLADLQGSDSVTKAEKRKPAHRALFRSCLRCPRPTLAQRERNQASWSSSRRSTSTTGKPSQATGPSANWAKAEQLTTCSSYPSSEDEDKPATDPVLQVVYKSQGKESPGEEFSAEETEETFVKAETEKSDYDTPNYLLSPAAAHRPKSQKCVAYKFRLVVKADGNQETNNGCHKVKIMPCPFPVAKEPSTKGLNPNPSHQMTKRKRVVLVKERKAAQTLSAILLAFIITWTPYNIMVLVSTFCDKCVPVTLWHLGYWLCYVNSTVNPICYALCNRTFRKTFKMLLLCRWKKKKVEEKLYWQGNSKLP
M4 PAM = human M4 muscarinic receptor positive allosteric modulators, primary screen, CHO-K1 cells, Fluo-8 calcium fluorescence | Muscarinic acetylcholine receptor M4 (Homo sapiens), P08173 | CHO-K1 hM4/Gqi5, ACh EC20; 0% = ACh EC20, 100% = maximal ACh | activation, % at 3 µM | 360,000 tested, 0.4% active | AID 624126, 2012;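 active = activation above its plate's cutoff, the mean activation of sample wells plus 3 SD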; note: some results filed as inactive read as strong as hits
Target sequence (P08173 whole entry, looked up): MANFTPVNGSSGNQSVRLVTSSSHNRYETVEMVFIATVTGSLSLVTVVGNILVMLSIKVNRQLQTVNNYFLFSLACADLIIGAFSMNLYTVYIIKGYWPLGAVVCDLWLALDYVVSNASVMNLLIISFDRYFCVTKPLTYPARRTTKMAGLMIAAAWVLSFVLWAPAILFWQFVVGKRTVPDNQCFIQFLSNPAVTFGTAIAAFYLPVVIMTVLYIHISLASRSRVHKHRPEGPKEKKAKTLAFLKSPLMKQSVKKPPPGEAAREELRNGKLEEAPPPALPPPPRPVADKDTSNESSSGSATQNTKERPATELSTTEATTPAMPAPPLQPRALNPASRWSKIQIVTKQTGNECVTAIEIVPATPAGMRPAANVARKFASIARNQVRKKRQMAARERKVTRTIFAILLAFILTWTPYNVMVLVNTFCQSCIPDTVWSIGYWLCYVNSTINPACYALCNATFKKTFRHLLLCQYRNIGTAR
CHRM4 antagonist = human M4 muscarinic receptor antagonists, primary screen, CHO cells, Fluo-8 calcium fluorescence; Muscarinic acetylcholine receptor M4 (Homo sapiens), P08173; CHO-hM4 cells, ACh EC80; inhibition, % at 3 µM; 360,000 tested, 0.73% active;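 active = inhibition above its plate's cutoff, the mean inhibition of sample wells plus 3 SD, cut at about 27% in these data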;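 note: 0% = acetylcholine EC80 with DMSO and 100% = DMSO without agonist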
CHRM5 antagonist = human M5 muscarinic receptor antagonists, primary screen, CHO cells, Fluo-8 calcium fluorescence. Muscarinic acetylcholine receptor M5 (Homo sapiens), P08912. CHO-hM5 cells, ACh EC80. inhibition, % at 3 µM. 360,000 tested, 0.59% active;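 active = inhibition above a per-plate cutoff, the mean of that plate's test compounds plus 3 SD, cut at about 27% in these data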;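 note: 0% = acetylcholine EC80 with DMSO and 100% = DMSO without agonist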
CRFBP-R2 agonist = agonists of CRF-BP/CRF-R2 complex, primary screen, cell-based, HEK293, calcium dye fluorescence, uHTS; CRF-binding protein / CRF receptor 2 complex (human); calcium dye fluorescence (FLIPR); percent of saturating CRF peptide response; 350,000 tested, 0.46% active; activation, % at 13.2 µM;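 active = activation of at least 50%, plus an integration ratio under a set limit after plate pattern correction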;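 note: plate controls were neutral control wells without compound for no effect and CRF at EC100 for full effect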
CRFBP-R2 block = antagonists of CRF-BP/CRF-R2 complex, primary screen, cell-based, HEK293, calcium dye fluorescence, uHTS | CRF-induced calcium fluorescence | inhibition, % at 11.8 µM | 350,000 tested, 0.59% active;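 active = inhibition of the ligand-induced calcium signal above about 50% at the single tested concentration, limit read from the data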
CHRM4 agonist = human M4 muscarinic receptor agonists, primary screen, CHO-K1 cells, Fluo-8 calcium fluorescence. Muscarinic acetylcholine receptor M4 (Homo sapiens), P08173. CHO-K1 hM4/Gqi5; vehicle 0%, full acetylcholine response 100%. activation, % at 3 µM. 360,000 tested, 0.14% active;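 active = activation above the run mean over all test wells plus 3 SD, cut at about 32% in these data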;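 note: peak over basal fluorescence ratio per well then scaled between controls; 0% = DMSO wells and 100% = acetylcholine at EC100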
CHRM5 PAM = human M5 muscarinic receptor positive allosteric modulators, primary screen, CHO-K1 cells, Fluo-8 calcium fluorescence. Muscarinic acetylcholine receptor M5 (Homo sapiens), P08912. CHO-K1 hM5, ACh EC20 PAM; 0% = ACh EC20, 100% = ACh EC100. activation, % at 3 µM. 360,000 tested, 0.3% active;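 active = activation above the run cutoff, the mean activation of all test compounds plus 3 SD, cut at about 18% in these data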
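System – CHO-K1 hM5 cells · Compound – 3 µM, single dose · Incubation – compound preincubation 140 s before EC20 acetylcholine addition · Technique – Fluo-8 calcium fluorescence · Measure – Max/basal fluorescence ratio as % of EC20–EC100 ACh window · Benchmarks – low control EC20 acetylcholine (0%), high control EC100 acetylcholine (100%) · Replication – singlicate, one well per test compound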
IDE inh = human IDE inhibitors in live cells, primary screen, fluorescence polarization, HEK cells, FAbetaB substrate. Insulin-degrading enzyme (Homo sapiens), P14735. FAbetaB cleavage. inhibition, % at 5.59 µM. 320,000 tested, 0.41% active;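 active = percent inhibition above the average of all tested compounds plus 3 SD, set per screening campaign, cut at about 16% in these data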;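 note: IDE supplied by intact live HEK cells; FP after avidin binding of uncleaved biotin substrate so inhibition keeps polarization high; 0% = DMSO wells and 100% = 60 µM reference IDE inhibitor Ii1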
An asterisk follows results filed as active; . = no result given.

Order of results: CRFBP-R2 block	CRFBP-R2 agonist	CHRM5 agonist	CHRM4 agonist	IDE inh	M4 PAM	CHRM5 antagonist	CHRM4 antagonist	CHRM5 PAM
> COc1ccc2nc(C)cc(N3CCOCC3)c2c1
→ 6	-2.5	-1	1	4	8	-7	-2	0
> COc1cccc(C(c2c(NC(=O)c3ccco3)sc(C)c2C)N2CCOCC2)c1 (stereo unspecified)
→ -1	0.1	-5	-1	3	1	6	-8	-5
> Cc1nc2ccc(NC(=S)N3CCOCC3)cc2nc1C
→ 12	-1.8	-2	0	7	-6	-11	5	0
> CN(C)CCN(C(=O)/C=C/c1cccs1)c1nc2ccc(Br)cc2s1
→ -16	1.7	-6	8	-3	1	6	8	1
> CCOc1ccccc1OCC(=O)N/N=C(\C)Cc1ccc(OC)cc1
→ 10	-2.2	-3	1	0	-7	12	5	-7
> NC(=O)c1ccc(NC(=O)c2ccc(CN3CCOCC3)cc2)cc1
→ 6	-0.4	1	0	3	-6	-3	18	1
> O=C(CSc1ncccc1C(=O)O)c1ccc2ccccc2c1
→ -3	-0.6	2	-1	-3	11	-3	-6	-4
> O=C(COc1ccccc1C(=O)O)NC1CCCc2ccccc21 (stereo unspecified)
→ 8	-1.4	-4	3	2	9	4	-13	6
> O=C(/C=C/c1ccc2c(c1)OCO2)N1CCN(c2ccc(Cl)cc2)CC1
→ -19	-1.6	-3	0	10	8	7	2	-2
> N#Cc1c(-c2ccc(F)cc2)nc(-c2ccccc2)[nH]c1=O
→ 23	-0.1	0	1	5	-2	2	1	1
> O=C(Oc1ccc(C(=S)N2CCOCC2)cc1)c1ccc([N+](=O)[O-])cc1[N+](=O)[O-]
→ 2	-2.3	-1	0	4	-7	4	-3	-2
> Cc1cc(Br)c(NC(=O)COn2nnc3ccc(S(C)(=O)=O)cc32)c(Br)c1
→ -13	-6.4	5	3	-3	0	-6	-3	10
> CN(CCc1ccccn1)C(=O)CC1C(=O)NCCN1Cc1ccccc1C(F)(F)F (stereo unspecified)
→ -7	2.4	-1	1	4	1	4	-2	1
> C[C@H](CO)N1C[C@H](C)[C@H](CN(C)C(=O)NC2CCCCC2)Oc2cc(-c3cccnc3)ccc2S1(=O)=O
→ -10	0.8	-1	4	.	-2	1	-7	1
> COc1ccc2oc(C(=O)NC3(C)CCS(=O)(=O)C3)c(C)c2c1 (stereo unspecified)
→ 10	1.5	-1	0	3	0	6	-5	1
> O=C(CSc1nnc(-c2ccncc2)o1)Nc1cc(F)ccc1F
→ -5	0.1	1	1	3	-3	6	0	-3
> COc1cccc(C(=O)NC2=NCCS2)c1OC
→ 9	-0.4	3	5	5	-2	1	-1	1
> CCOC(=O)N1CCN(c2ccc(Cl)cc2)CC1
→ -12	-0.4	1	0	11	9	-3	-10	4
> CCC(C(=O)Nc1cc(C)nn1-c1nc(C)cc(C)n1)c1ccccc1 (stereo unspecified)
→ -50	38	-8	2	-1	1	7	6	-1
> CC(c1ccccc1)c1nnc(N)s1 (stereo unspecified)
→ 6	0.1	1	0	1	2	-4	5	7
> COC(=O)[C@H](Cc1ccccc1)NC(=O)N1CCCCCC1
→ -7	-3.5	-2	7	3	-3	18	3	-8
> Cc1ccc(OCC(=O)N(Cc2ccccc2)C(C)C)c([N+](=O)[O-])n1
→ -2	-2.3	1	1	7	5	-14	2	5
> CCC1(CC(C)C)SC(N)=NC1=O (stereo unspecified)
→ -5	-1.1	2	0	.	0	13	-10	-4
> CN(CCCC1CCCC1)C(=O)CC1C(=O)NCCN1Cc1ccc(F)cc1 (stereo unspecified)
→ -13	-0.8	-2	0	-3	3	11	1	-4
> O=C(CN1CCC(O)(c2ccccc2)CC1)Nc1ccc2c(c1)OCCO2
→ -13	0.0	-4	1	3	4	7	-6	1
> CC(=O)NC1=NN(C(C)=O)C(c2ccccc2)S1 (stereo unspecified)
→ -6	2.4	0	0	1	3	-13	-9	-1
> CSc1nnc(C)c(=O)n1COC(=O)/C=C/c1ccc2c(c1)OCO2
→ 17	-2.3	7	4	1	-5	-4	-3	-2
> Cc1cccc(NC(=O)CSCC(=O)OCc2ccccn2)c1
→ -1	-0.6	-2	1	-1	11	4	4	1
> COC(=O)c1cn(C(=O)c2cc(C)cc(C)c2)c2ccccc12
→ -9	0.8	3	2	-11	0	9	4	-1
> CC(C)(C)c1ccc(Cn2ccc(-c3ccc4c(c3)OCO4)n2)cc1
→ 21	3.8	2	0	-9	-5	6	-2	-7
> CCCN(C(=O)CSc1n[nH]c(-c2ccc(OC)cc2)n1)c1c(N)n(Cc2ccccc2)c(=O)[nH]c1=O
→ 59*	1.0	-2	0	8	3	5	-4	-4
> COc1cc2c(C#N)c(N3CCOCC3)nc(N)c2c(N)n1
→ 7	3.5	1	2	3	-4	0	9	2
> O=C(c1cccs1)N1CCN(Cc2ccccc2)CC1
→ 25	-2.0	-2	2	2	14	7	-5	0
> Clc1ccc(SCc2cc(N3CCOCC3)nc(-c3ccccn3)n2)cc1
→ -27	-1.3	-5	1	-2	8	16	7	-1
> C=CCn1c(SCC(=O)N2CCOCC2)nc2c([nH]c3ccccc32)c1=O
→ -2	-1.3	3	3	-2	-2	-10	2	7
> CC(=O)Nc1ccc(-c2noc(-c3csc([C@@H]4C[C@H](O)[C@@H](CO)O4)n3)n2)cc1
→ .	.	1	3	.	-6	4	2	-2
> O=C(NCc1ccco1)c1ccc2c(=O)n(Cc3ccco3)c(SCC(=O)N3CCCC3)nc2c1
→ -2	-1.6	2	-3	3	-30	1	42*	0
> Cc1cc(C(=O)NC2CCCCC2)c(C)n1-c1ccc(F)cc1
→ 2	0.9	-4	-1	-1	0	-2	4	1
> COc1ccc(C2C(C(=O)N3CCN(c4ccc(OC)cc4)CC3)c3ccccc3C(=O)N2C)cc1 (stereo unspecified)
→ -17	1.1	2	10	9	1	9	-10	-16
> CC(C)CC(=O)Nc1ccc(Nc2ccccc2)cc1
→ 11	0.1	1	1	3	-3	2	0	-3
> CSc1ccccc1NC(=O)Cc1ccccc1
→ -7	-2.7	-5	0	-2	-3	4	2	4
> O=C(CN1CCN(c2ccccc2)CC1)Nc1ccc(OCc2ccccc2)cc1
→ -14	-0.7	0	5	-3	1	9	-12	-12
> COc1cc2nc(Nc3ccc(C)c(C)c3)nc(N)c2cc1OC
→ 0	-2.6	1	4	-1	-1	0	-8	-4
> CCOC(=O)C1(Cc2ccccc2)CCCN(Cc2cccc(C(C)=O)c2)C1 (stereo unspecified)
→ 8	3.1	-3	8	3	-10	6	-3	-12
> CCC1(CC)C(=O)Nc2ccccc21
→ -1	-0.2	-4	2	-5	13	-4	-32	-4
> CCCCCC[n+]1ccccc1/C=C/c1ccc(N(C)C)cc1
→ .	.	42*	33*	.	-17	64*	49*	-21
> COC(=O)/C(C#N)=C\c1c(OC)[nH]c2ccccc12
→ 19	5.0	3	5	6	-6	12	6	-5
> CC(=O)C1=C(C)N(Cc2ccco2)C(=O)C1(NC(=O)C1CCCCC1)C(F)(F)F (stereo unspecified)
→ 4	-0.5	0	0	-1	12	3	-5	2
> Cc1nnc2n(Cc3ccccc3)c(=O)c3c4c(sc3n12)COC(C)(C)C4
→ 87*	-2.2	-4	-2	-3	2	-2	-2	3
> CCc1nnc(NC(=O)CSc2nnc(CSc3nc(C)cc(C)n3)n2C)s1
→ 0	-0.3	0	1	0	8	-6	-15	4
> CN(C)c1ccc(/C=N/NC(=O)CNC(=O)/C=C/c2ccco2)cc1
→ 7	-0.3	-3	-2	6	-5	23	9	-3
> CNC(=O)c1ccsc1NC(=O)CS(=O)(=O)c1ccc(Cl)cc1
→ 9	-1.2	5	11	6	-6	-3	2	-1
> COc1cc(C2NC(=O)NC(C)=C2C(=O)OCc2ccc(C)cc2)cc(OC)c1OC (stereo unspecified)
→ -11	1.1	1	1	5	-3	7	4	-7
> CCc1cc(=O)oc2c3c(cc(OCC(=O)NCCCCCC(=O)O)c12)OC(C)(C)CC3
→ 13	-2.1	-2	-1	0	3	-2	-2	3
> O=C(CCCOC(=O)c1ccc(O)cc1O)c1ccc(F)cc1
→ 18	-2.6	2	5	2	-1	11	3	-12
> CCCCn1c(N)c(N(CC)C(=O)c2cc(S(=O)(=O)N3CCCCCC3)ccc2OC)c(=O)[nH]c1=O
→ -12	0.5	0	1	1	7	1	8	4
> O=C(O)c1ccc(OCc2ccc(C(=O)O)o2)cc1
→ -11	0.8	-3	0	-2	-2	15	12	-7
> O=C(NC(=S)Nc1ccccc1Br)C1CCC1
→ -6	-0.1	-6	-1	-1	4	-1	-4	-2
> N#Cc1c(-c2ccccc2)c(-c2ccccc2)nn(CC(=O)NNC(=O)Nc2ccc(Cl)cc2)c1=O
→ 7	-2.6	-21	0	5	-4	0	2	-1
> CCCCC(=O)N(CCOC)c1nnc(-c2ccccc2C)s1
→ -14	3.9	2	-1	-1	11	-10	-4	4

3 entries drawn at random from those above:
Order of results: CRFBP-R2 block	CRFBP-R2 agonist	CHRM5 agonist	CHRM4 agonist	IDE inh	M4 PAM	CHRM5 antagonist	CHRM4 antagonist	CHRM5 PAM
> Cc1ccc(OCC(=O)N(Cc2ccccc2)C(C)C)c([N+](=O)[O-])n1
→ -2	-2.3	1	1	7	5	-14	2	5
> C=CCn1c(SCC(=O)N2CCOCC2)nc2c([nH]c3ccccc32)c1=O
→ -2	-1.3	3	3	-2	-2	-10	2	7
> CC(=O)NC1=NN(C(C)=O)C(c2ccccc2)S1 (stereo unspecified)
→ -6	2.4	0	0	1	3	-13	-9	-1

Following part
Order of results: CRFBP-R2 block	CRFBP-R2 agonist	CHRM5 agonist	CHRM4 agonist	IDE inh	M4 PAM	CHRM5 antagonist	CHRM4 antagonist	CHRM5 PAM
> N/C(=N/O)c1nc(N2CCCCC2)nc(N2CCCCC2)n1
→ 36	-4.7	-5	0	3	2	-3	4	4
> O=C1C(=O)c2ccccc2C(O)=C1c1cccc([N+](=O)[O-])c1
→ 35	2.0	0	1	-2	5	-10	2	4
> CC(OC(=O)CCc1nc2ccccc2[nH]c1=O)c1ccccc1 (stereo unspecified)
→ -2	-0.9	-1	2	3	-4	9	7	-4
> CCOc1ccc(NC(=O)c2ccc(NC(=O)c3ccc(CN4CCOCC4)cc3)cc2)cc1
→ 8	0.7	2	10	1	-11	11	3	-15
> CC(=O)C1C(c2cccc(Oc3ccccc3)c2)NC(=O)NC1(O)C(F)(F)F (stereo unspecified)
→ -25	-3.2	1	0	1	-13	0	9	-4
> O=C(O)/C(=C\c1cccc(OCc2ccccc2)c1)c1ccc(F)cc1
→ 46	-0.4	-7	1	-4	11	-1	2	4
> CC1CCN(C2=NC(=O)/C(=C/c3ccccc3F)S2)CC1
→ 10	-0.1	-3	0	-1	-3	6	-10	-7
